OX1R antag-1 – blocks the human orexin 1 receptor; O43613; CHO/OX1R cells, Fluo-8 calcium fluorescence, orexin A; inhibition, % at 5 µM; 0.43% of 330,000 active; AID 434989;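 active = inhibition above its plate's threshold, mean inhibition of all tested compounds on the plate plus 3 SD, cut at about 37% in these data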;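 also: 0% = orexin A challenge wells and 100% = SB-334867-A antagonist wells; not every result past the cut was called active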
Target sequence (O43613 whole entry, looked up): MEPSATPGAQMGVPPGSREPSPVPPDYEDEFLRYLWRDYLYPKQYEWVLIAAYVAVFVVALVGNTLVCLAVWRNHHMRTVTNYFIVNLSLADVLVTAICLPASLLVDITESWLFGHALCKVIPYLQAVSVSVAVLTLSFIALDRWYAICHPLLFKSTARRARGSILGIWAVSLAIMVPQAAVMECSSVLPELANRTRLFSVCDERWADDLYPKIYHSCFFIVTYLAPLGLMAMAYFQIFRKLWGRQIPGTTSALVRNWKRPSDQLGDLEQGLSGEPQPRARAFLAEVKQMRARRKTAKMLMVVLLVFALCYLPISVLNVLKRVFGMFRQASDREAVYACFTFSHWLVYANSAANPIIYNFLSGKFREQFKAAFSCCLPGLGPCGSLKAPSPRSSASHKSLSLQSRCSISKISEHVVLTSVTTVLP
OX1R antag-2 – antagonists of human orexin 1 receptor (OX1R) | 1.8% of 330,000 active | OX1R-expressing cells, FRET antagonist read-out | O43613 | inhibition, % at 6.6 µM | AID 485270; in the data active = inhibition mostly above about 38%, no sharp cut-off; inactive = mostly below about 40%;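 also: 0% = agonist challenge alone and 100% = reference antagonist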
STK33 inh – blocks human STK33 kinase activity | Q9BYT3 | purified STK33, MBP phosphorylation, ADP-Glo luminescence | inhibition, % at 10 µM | 0.073% of 320,000 active | AID 2661;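 active = inhibition at or above 25%, using the most active replicate where run in duplicate; inactive = inhibition below 25%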
Target sequence (Q9BYT3 whole entry, looked up): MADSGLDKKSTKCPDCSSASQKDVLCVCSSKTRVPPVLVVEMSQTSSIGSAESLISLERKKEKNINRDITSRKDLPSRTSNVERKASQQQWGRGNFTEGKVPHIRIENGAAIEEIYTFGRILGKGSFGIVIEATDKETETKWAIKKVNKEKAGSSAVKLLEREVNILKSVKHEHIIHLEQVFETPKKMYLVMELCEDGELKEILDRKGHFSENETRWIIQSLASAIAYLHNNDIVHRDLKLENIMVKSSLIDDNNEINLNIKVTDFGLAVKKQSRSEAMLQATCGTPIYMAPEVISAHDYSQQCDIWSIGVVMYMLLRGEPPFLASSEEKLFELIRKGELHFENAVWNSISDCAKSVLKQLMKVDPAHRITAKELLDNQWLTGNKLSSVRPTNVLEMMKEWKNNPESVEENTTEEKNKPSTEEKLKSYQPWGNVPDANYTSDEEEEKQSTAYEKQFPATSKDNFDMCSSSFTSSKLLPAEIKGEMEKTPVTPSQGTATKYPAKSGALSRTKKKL
* hit, by the source's call; . = no result given.

SMILES | OX1R antag-1 | OX1R antag-2 | STK33 inh
CCn1nnnc1SCC(=O)c1cc(Cl)ccc1OC | -8 | 23 | -1.7
CCc1cc(=O)oc2cc(OCC(=O)NCCCN3CCCC3=O)c(Cl)cc12 | -8 | 4 | -1.0
O=C(CN1C(=O)c2ccccc2C1=O)NCC1COc2ccccc2O1 (stereo not drawn) | -21 | 20 | -1.3
CCNc1nc(N)c(C(=O)C23CC4CC(CC(C4)C2)C3)s1 | -16 | 10 | -0.4
CC(C)Cn1nnc2c(=O)oc3ccccc3c21 | 8 | 14 | .
Cc1ccc(S(=O)(=O)N2CCC(C(=O)N[C@H](C(=O)NCc3ccco3)C(C)C)CC2)cc1 | -21 | 11 | -1.0
CCOC(=O)Cc1csc(NS(=O)(=O)c2ccc3ccccc3c2)n1 | -4 | 13 | -1.0
OCC1(Cc2cccc(Cl)c2)CCCN(Cc2cn[nH]c2C2CCCCC2)C1 (stereo not drawn) | -24 | 5 | -1.1
CC(=O)NC12CC3CC(C1)CC(C(=O)N1CCN(S(=O)(=O)c4cccc(C(F)(F)F)c4)CC1)(C3)C2 | -5 | 12 | -0.1
CC(NC(=O)NCc1cccnc1)(C(F)(F)F)C(F)(F)F | 6 | 15 | -2.9
CSc1nnc(Cn2c(=O)sc3ccccc32)n1C | 8 | 6 | 1.2
N/C(=N/S(=O)(=O)c1ccccc1)c1cccc([N+](=O)[O-])c1 | -32 | 90* | -0.3
Cc1ccccc1NC1C=CS(=O)(=O)C1 (stereo not drawn) | -8 | 21 | -0.2
COc1ccc(NS(=O)(=O)c2ccc(OCC(=O)N3CCCC3)cc2)cc1 | -11 | 26 | -0.3
Cc1csc(=O)n1CC(=O)OCC(=O)NC(C)c1ccc(F)cc1 (stereo not drawn) | -9 | 8 | -1.5
O=C1CSC(c2ccccn2)N1c1ccccc1F (stereo not drawn) | -8 | 7 | .
CCn1c(/C=C/N(C)c2ccccc2)[n+](CC)c2ccc(Cl)cc21 | 5 | -2 | -0.1
Cc1cc(C)c(NC(=O)COc2ccc(-n3cnnn3)cc2)c(C)c1 | -6 | -14 | -0.5
O=C(Nc1ncc(Cc2cccc([N+](=O)[O-])c2)s1)c1ccco1 | -25 | 24 | 1.6
Cc1ccnc(NS(=O)(=O)c2cc(C(F)(F)F)ccc2Cl)c1 | -5 | 7 | -0.4
COc1ccc(-c2cc3nc(C)c(CCC(=O)NCc4ccco4)c(C)n3n2)c(OC)c1 | -38 | 9 | 0.1
CC(C)Cn1nc(C(=O)Nc2nnc(C3CC3)s2)c2ccccc2c1=O | -22 | 9 | -0.2
CC1(c2ccccc2)NC(=O)N(CC(=O)N2CCN(S(=O)(=O)c3c(F)cccc3F)CC2)C1=O (stereo not drawn) | -11 | -1 | -0.3
CCCCN(C(=O)Cc1coc2cc(C)c(C)cc12)c1c(N)n(Cc2ccccc2)c(=O)[nH]c1=O | -41 | 27 | -1.5

Part of the list above, with tabs.
Molecule	OX1R antag-1	OX1R antag-2	STK33 inh
O=C(Nc1ncc(Cc2cccc([N+](=O)[O-])c2)s1)c1ccco1	-25	24	1.6
Cc1ccnc(NS(=O)(=O)c2cc(C(F)(F)F)ccc2Cl)c1	-5	7	-0.4
COc1ccc(-c2cc3nc(C)c(CCC(=O)NCc4ccco4)c(C)n3n2)c(OC)c1	-38	9	0.1

Continued:
SMILES | OX1R antag-1 | OX1R antag-2 | STK33 inh
CCC(C)(C)n1nnnc1C(c1ccccc1OC)N1CCSCC1 (stereo not drawn) | -21 | 13 | -1.2
CC1CCN(C(=O)COC(=O)CCC(=O)c2ccc(F)cc2)CC1 | -20 | 6 | -0.8
O=c1[nH]c(N2CCN(c3ccccc3)CC2)nc2c1CCC2 | -26 | 17 | -1.2
C/C(=N\NC(N)=S)C12CC3CC(CC(C3)C1)C2 | -5 | 11 | -0.3
COc1ccc(OC)c(S(=O)(=O)Nc2cnc3ccccc3c2)c1 | -29 | 10 | -1.1
O=C(COc1ccc2c3c(c(=O)oc2c1)CCC3)N1CCN(c2ccc(F)cc2)CC1 | -23 | 5 | 0.6
Cc1c(Cl)cccc1NC(=O)CCC(=O)c1cccs1 | -21 | 15 | -1.4
N#Cc1c(NC(=S)NC(=O)c2ccccc2)sc2c1CCC2 | -7 | 18 | -0.4
Cc1cccc(NC(=O)c2ccc(Cl)c(S(=O)(=O)N3CCCCC3)c2)n1 | -29 | 23 | -0.8
COC(=O)c1[nH]c2ccccc2c1NC(=O)c1c(F)cccc1F | -23 | 6 | 0.3
Cc1ccc(C)c(CNS(=O)(=O)c2c(C)[nH]c(C)c2C(=O)N2CCCC2)c1 | -6 | 17 | -2.7
O=C(COc1ccccc1Cl)NCCCNC(=O)c1cnccn1 | -7 | 12 | -0.5
Cn1cnc2nc3n(c2c1=O)CCC3 | 7 | 9 | -0.7
Oc1ccc(NC(=S)Nc2ccc(O)cc2)cc1 | 0 | 4 | -0.2
COc1cc(-c2nc3ccccn3c2N)ccc1O | -17 | 16 | -0.9
CCn1c(SCC(=O)Nc2ccccc2OC)nc2ccccc2c1=O | -36 | 15 | -0.9
O=C(Nc1cc(=O)[nH]c2ncnn12)c1ccc(Cl)cc1Cl | 0 | 20 | 1.1
O=C(O)C1CCCC2CN3CCc4c([nH]c5ccccc45)C3C(O)C21 (stereo not drawn) | -9 | 4 | -2.2
COc1ccc(NC(=O)CSc2nc3ccccc3c(=O)n2CCNC(C)=O)c(OC)c1 | -29 | 14 | -0.6
CCn1c(SCc2nc3sc(C(=O)O)c(C)c3c(=O)[nH]2)nnc1-c1ccc(Cl)cc1 | -12 | 41 | -0.8
COCc1cc(C)nc(NCCc2ccccc2)c1C#N | -30 | 9 | 0.0
O=C(C[n+]1ccc(-c2cc(C(=O)Nc3cccc(C(F)(F)F)c3)c3ccccc3n2)cc1)c1cccc([N+](=O)[O-])c1 | -18 | 37 | 0.2
COc1ccc(NC(=O)CN(C)C(=O)c2ccc(-c3cccc(C(F)(F)F)c3)o2)cc1 | -29 | 9 | -0.8
COc1cc(NC(=S)N2CCN(C)CC2)cc(OC)c1 | -11 | -9 | 8.0
CCC(CC)C(=O)Nc1cc([N+](=O)[O-])ccc1F | 0 | 12 | -0.6
Cc1cccc(NC(=S)N/N=C2/CCCCc3ccccc32)c1 | -15 | 9 | -0.7
COc1ccc(CCNC(=O)c2cc3c(=O)n4ccccc4nc3n(CCCN3CCOCC3)c2=N)cc1 | -20 | 51* | -0.7
CC1CC(C)CN(CCCNC(=O)Cn2ncc3c(=O)oc4ccccc4c32)C1 (stereo not drawn) | -15 | 4 | -0.5
CCCCN(Cc1cc2ccccc2[nH]c1=O)S(=O)(=O)c1ccc(C)cc1 | -31 | 4 | -0.6
CCOc1ccc(C(C)C)cc1S(=O)(=O)N1CCN(C(=O)c2ccco2)CC1 | -16 | 7 | 0.4
COc1ccc(NS(=O)(=O)c2cccc(Cl)c2Cl)cc1S(=O)(=O)N1CCCCC1 | -14 | 37 | -0.6
CCOC(=O)C1CCCN(C(=O)c2ccc([N+](=O)[O-])c(C)c2)C1 (stereo not drawn) | -9 | 22 | 1.0
COc1ccc(NC(=O)Nn2cnnc2)cc1OC | -3 | -8 | -1.0
Cc1ccccc1OCCN1C(=O)C(=O)c2cccc(C)c21 | -11 | 15 | -1.0
O=C(Nc1cccc(S(=O)(=O)N2CCCCC2)c1)C1=NN(c2ccccc2)C(=O)CC1 | -16 | 0 | -1.4
Cc1cccc(OCc2nnc(SCc3nc4cc(C(F)(F)F)ccc4c(=O)[nH]3)o2)c1 | 1 | 12 | 4.7
O=C(CSCc1ccc([N+](=O)[O-])cc1)Nc1ccccc1C(=O)O | -5 | 13 | -2.0
CCCC(=O)c1ccc(N2CCN(C(=O)c3ccc(Br)cc3)CC2)c(F)c1 | -1 | 11 | -1.9
C/C(=C\C(=O)c1ccccc1)Nc1ccc(Cl)c(Br)c1 | -12 | 0 | -0.5
CC(C)c1ccc(/C=N/NC(=O)c2nnn(-c3nonc3N)c2CSC2=NCCS2)cc1 | -3 | 33 | -1.0
O=C(Nc1cc(C(F)(F)F)ccc1F)C1CCCCC1 | -17 | 14 | -1.5
CN=C(NC(=O)Nc1c(C)cccc1C)NC(=O)Nc1c(C)cccc1C | 13 | -3 | -1.1
CN(Cc1ccccc1)c1nc(CN2CCOCC2)nc2scc(-c3ccccc3)c12 | -19 | 16 | -0.4
Cc1cccc(N2CCN(C(=O)CS(=O)(=O)Cc3nc(-c4ccccc4F)oc3C)CC2C)c1 (stereo not drawn) | -39 | 12 | 0.3
CCN1C(=O)C(=O)N(CC(=O)Nc2cccc(C(F)(F)F)c2)C1=O | -10 | 5 | -0.5
CCN(CC(=O)Nc1ccc(NC(C)=O)cc1)C(=O)Cc1ccccc1F | -2 | 12 | -0.8
CC(C)(C)CN1CCC(Oc2cccc(C(=O)NCCCOc3cccnc3)c2)CC1 | -27 | 13 | -1.1
Cc1nc(CC(=O)N2CCN(S(=O)(=O)c3ccccc3C#N)CC2)cs1 | -21 | 13 | 1.4
Cc1ccc(OCCC(=O)OC(C)C(=O)NC2CC2)cc1 (stereo not drawn) | -11 | 18 | -1.4
O=S(=O)(Nc1cccc2c1ccc1cccn12)c1cccs1 | -13 | 15 | -1.2
CSCC(=O)Nc1nc(-c2ccc3c(c2)OCCO3)cs1 | -21 | 10 | -0.2
Cc1ccc(N(Cc2ccc([N+](=O)[O-])cc2)C(=O)c2ccco2)cc1 | 2 | 5 | -1.4
CCCCn1nc2cc(C(=O)NCc3ccc(C(F)(F)F)cc3C(F)(F)F)ccc2c1OCC | -26 | 26 | -4.1
Clc1ccc(-n2nnc(-c3nccs3)n2)cc1Cl | -39 | 29 | 0.3
Cn1c(=O)n(C)c2cc(/C=N/n3cnnc3)ccc21 | 7 | 14 | -0.6
O=C(CSc1ncnc2sc3c(c12)CCCC3)c1ccccc1 | -5 | 23 | -2.1
COc1ccc2c(c1)C(C)CC(C)(C)N2C(=O)CSc1nc2ccccc2s1 (stereo not drawn) | -3 | 36 | -1.2
COc1cc(C)ccc1OCC(=O)NC1CCCCCC1 | -33 | 5 | 0.0
CN(CCC1CCOCC1)C(=O)C1CCC(=O)N(CCc2ccccc2)C1 (stereo not drawn) | -8 | 16 | -1.2
COc1ccc(OC)c(NC(=O)CSc2nc3cccnc3n2C)c1 | -28 | 26 | -0.2

Next section.
SMILES | OX1R antag-1 | OX1R antag-2 | STK33 inh
Cn1cccc1/C=C1\SC(=O)N(CC(=O)Nc2ccc(Cl)cc2)C1=O | -16 | 3 | -1.6
CCCCC(=O)Nc1cccc(-c2cn3ccsc3n2)c1 | -28 | 36 | -1.5
CC(c1ccccc1)C1C(C#N)=C(N)OC2=C1C(=O)CC(C)(C)C2 (stereo not drawn) | -19 | 11 | 2.1
COc1ccccc1C(=O)NC(=S)N1CCc2ccccc21 | -8 | 25 | -0.4
CCOc1cc(C2Nc3cccc4cccc(c34)N2)ccc1O | -8 | 23 | 1.3
COc1ccccc1-c1ccc(SCC(=O)NC2CCCC2)nn1 | -19 | 14 | -2.3
CCc1nnc(NC(=O)C23CC4CC(CC(C4)C2)C3)s1 | -22 | 0 | -0.6
CCOC(=O)C1(Cc2cccc(OC)c2)CCN(Cc2cnc(SC)nc2)CC1 | -19 | 26 | -0.4
NC(=O)COC(=O)c1c2c(nc3ccccc13)CCC2 | -9 | 13 | 0.0
Cc1ccc(-n2nc(C)c(C3(O)C(=O)N(C(C)C)c4ccccc43)c2N)cc1 (stereo not drawn) | -18 | 25 | -0.7
O=C(CN1C(=O)C2CC=CCC2C1=O)NC1=NCCS1 (stereo not drawn) | -22 | 24 | 0.0
CN1CCN(C(=O)C2=C[C@@H](C(C)(C)C)C[C@@H](OCc3ccc(CO)cc3)O2)CC1 | -8 | 26 | 0.6
COc1ccc(Nc2nnc(SCC(=O)N3CCCC3)s2)cc1 | -16 | 28 | -1.3
CC(C)NC(=O)CSc1nnc(-c2ccco2)n1N | -4 | 14 | -0.2
N/C(Cc1ccc(Cl)cc1Cl)=N\OC(=O)Cc1ccccc1 | -7 | 4 | -1.6
COc1ccc(Cl)cc1NC(=O)CN1C(=O)NC2(CCCC2)C1=O | -14 | 15 | -1.0
O=C(NCN1CCCCC1)c1cccnc1 | -8 | 11 | 1.8
CN(C)c1ccc(C(=O)OCC(=O)NC2CCCCCC2)cc1 | -23 | 9 | -0.2
Cc1ccc(NCC(=O)N/N=C/c2ccc(OC(=O)c3ccco3)cc2)cc1 | 2 | 3 | -0.5
O=C(COC(=O)c1ccco1)NCc1ccccc1Cl | -8 | 7 | -1.0
Cc1cccc(NC(=O)c2ccc(NC(=O)c3ccccc3Br)cc2)c1 | -8 | 7 | -0.3
CC(C)COc1ccc(-c2nnn(CC(=O)N3CCCC3)n2)cc1 | -8 | 13 | -1.9
O=C(Cc1cccc2ccccc12)Nc1nc2ccccc2[nH]1 | -34 | 29 | -0.9
CCOc1cccc(C(=O)Nc2cccc(-c3nnc(-c4ccccc4)o3)c2)c1 | -21 | 7 | -0.1
COc1cccc(NC(=O)Nc2nc(SC(C)(C)C)ns2)c1 | 75* | 36 | -0.5

One compound at a time (already shown):
Profile of `N/C(Cc1ccc(Cl)cc1Cl)=N\OC(=O)Cc1ccccc1` → OX1R antag-1 = -7; OX1R antag-2 = 4; STK33 inh = -1.6
Profile of `O=C(NCN1CCCCC1)c1cccnc1` → OX1R antag-1 = -8; OX1R antag-2 = 11; STK33 inh = 1.8
Profile of `CCOc1cccc(C(=O)Nc2cccc(-c3nnc(-c4ccccc4)o3)c2)c1` → OX1R antag-1 = -21; OX1R antag-2 = 7; STK33 inh = -0.1

Compound activity as filed in PubChem BioAssay.
